# NOD1 NF-kB reporter: inhibition of NOD1-driven NF-kB reporter – cell-based, luminescence, uHTS, primary screen (AID 1578); NOD1-driven NF-kB luciferase reporter cells, luminescence; higher % means a stronger effect; one-dose inhibition, % at 4 µM; EC50 in µM for titrated hits; 290,000 tested, 1% active; in the data active = inhibition mostly above about 36%, no sharp cut-off; inactive = mostly below about 34%;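 also: HEK-293T reporter cells stimulated with the NOD1 agonist gamma-tri-DAP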
# HEK293 NOD2/NF-kB: inhibition of NOD2-driven NF-kB reporter – cell-based, luminescence, uHTS, HEK293 (AID 1566) | 290,000 tested, 0.63% active | inhibition, % at 4 µM, or EC50 in µM where a hit was titrated | HEK293 NOD2/NF-kB luciferase reporter, luminescence; higher % means a stronger effect; also: many of its hits are not listed in these tables
# HIV peptide binding: cell-free HIV fusion peptide-binding blockers – biochemical, uHTS, fluorescence dequenching, primary screen (AID 1986); cell-free peptide binding, fluorescence dequenching, 30 min; higher % means a stronger effect; inhibition, % at 20 µM, or IC50 in µM where a hit was titrated; 290,000 tested, 0.3% active; in the data active = inhibition mostly above about 52%, no sharp cut-off; inactive = mostly below about 76%; also: some results filed as inactive read as strong as hits
# Myeloid diff 2: compounds promoting myeloid differentiation. ER-HoxA9 myeloid progenitors, lysozyme-GFP differentiation, flow cytometry. calls only at 10 µM. 360,000 tested, 1% active. AID 624256;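 active = normalized GFP-positive differentiation at or above the plate's own cutoff, the solvent-only control mean plus 3 SD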;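 also: cells exposed to compound for four days before flow analysis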
# KOR beta-arrestin-1: kappa opioid receptor blockers – cell-based, luminescence, uHTS (AID 1778) | KOR beta-arrestin recruitment, luminescence, antagonist mode; higher % means a stronger effect | inhibition, % at 10 µM; hits with a dose series show IC50 in µM | 290,000 tested, 0.091% active; also: strong numbers were not always called active
# KOR beta-arrestin-2: KOR agonists, beta-arrestin recruitment, primary screen, cell-based, luminescence, uHTS (AID 1777); activation, % at 10 µM, or EC50 in µM where a hit was titrated; 280,000 tested, 0.02% active; KOR beta-arrestin recruitment, luminescence; higher % means a stronger effect; in the data active = activation above about 50%, passing the limit was not always enough; also: a part of the inactive calls stands beside numbers as strong as those of hits
# GPR35 arrestin U2OS: inhibition of zaprinast-stimulated GPR35 beta-arrestin translocation – imaging, U2OS, beta-arrestin-GFP, zaprinast agonist, primary screen (AID 2058) | U2OS GPR35 beta-arrestin-GFP translocation imaging, zaprinast antagonism; higher % means a stronger effect | one-dose inhibition, % at 10 µM; IC50 in µM for titrated hits | 290,000 tested, 0.052% active;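 active = inhibition of at least 50% with at least 30 cells and total cytoplasm GFP at most 10,000,000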
# GPR55 activation: selective activators of receptor GPR55 – imaging, U2OS cells, beta-arrestin-GFP redistribution, primary screen (AID 1961); U2OS GPR55 beta-arrestin-GFP redistribution imaging; higher % means a stronger effect; activation, % at 10 µM; hits with a dose series show EC50 in µM; 290,000 tested, 0.048% active;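 active = activation above 40% with more than 50 cells counted in the well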;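 also: U2OS osteosarcoma cells stably expressing GPR55 and beta-arrestin-GFP; plate controls were DMSO negative control for no effect and LPI positive control for full effect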
# GPR55 antagonists: GPR55 antagonists blocking LPI-driven arrestin recruitment, primary screen, imaging, U2OS, beta-arrestin-GFP, LPI agonist (AID 2013); U2OS GPR55 beta-arrestin-GFP translocation imaging, LPI antagonism; higher % means a stronger effect; inhibition, % at 10 µM; hits with a dose series show IC50 in µM; 290,000 tested, 0.13% active;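 active = spots per cell inhibited over 60%, with over 100 cells counted and total cytoplasm intensity under 500,000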;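 also: U2OS cells stably carrying GPR55 and arrestin-GFP stimulated by 5 µM LPI near EC80; imaged beta-arrestin-GFP aggregate spots per cell after agonist stimulation; plate controls were LPI-stimulated DMSO wells for no effect and DMSO wells without LPI for full effect; some results filed as inactive read as strong as hits; confirmed hits need IC50 under 10 µM and bright autofluorescent wells are also inconclusive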
# Myeloid diff 2 GFP+ MAC1+ %: also measured in Myeloid diff 2; calls as there; GFP+ MAC1+ double positive, %; measured here: differentiation confirmed by MAC1 staining
# Active calls of the source: *; i = inactive; x = not tested or not shown; [ ] = dose if it differs, or a comment. Rule as the data show it, unless noted: active = inhibition above about 50%; inactive = the rest. Some of the compounds tested; the hit share may differ from the screen's.
# Value order: GPR55 activation, Myeloid diff 2, KOR beta-arrestin-2, NOD1 NF-kB reporter, Myeloid diff 2 GFP+ MAC1+ %, GPR55 antagonists, HIV peptide binding, GPR35 arrestin U2OS, KOR beta-arrestin-1, HEK293 NOD2/NF-kB
COC(=O)c1ccc(COC(=O)CNS(=O)(=O)c2ccc(C)cc2)cc1
 : 1.3%, i, 1.3%, -32%, 0.2, -4%, 1.5%, -4%, -5%, -9%
Cc1c(C(=O)N/N=C/c2ccc(O)c(Br)c2)sc(N)c1C#N
 : -0.2%, i, 6.3%, 10%, 0.2, -3%, 2.2%, -11%, -3%, -20%
CS(=O)(=O)N(CC(=O)Nc1ccccc1F)C1CCCCC1
 : -0.2%, i, 2.9%, -24%, 0.7, -2%, -1.1%, 3%, -42%[20 µM], -6%
COCCCN1C(=O)/C(=C/c2ccc(CNS(=O)(=O)c3ccccc3)o2)C(C(=O)OC)=C1C
 : -0.1%, i, -3.4%, -50%, 0.6, -1%, 9.4%, 7%, -20%, 9%
O=C(O)c1cccc(N(CCO)CCO)c1
 : 0.0%, i, 0.7%, -2%, 0.1, 7%, -1.1%, 22%, 40%, -3%
O=C(Cn1ccccc1=O)c1cccs1
 : -0.2%, i, -0.4%, 8%, 9.5, -12%, -1.0%, 16%, -5%, 15%
Cc1cc(O)c(-c2cc(C(=O)Nc3sc4c(c3C(=O)NCc3ccco3)CCC4)[nH]n2)cc1C
 : 0.0%, i, 1.0%, -9%, 0.8, 23%, 1.0%, -14%, 21%, 12%
CN1CCN(C(=S)NC(=O)/C=C/c2ccccc2)CC1
 : 0.0%, i, -1.8%, -13%, 3.8, -5%, -1.1%, 2%, -29%, 10%
Cc1ccc(S(=O)(=O)NCCNC(=O)N2CCOCC2)cc1
 : -0.1%, i, 5.5%, -41%, 0.4, 2%, 1.7%, 0%, -16%, 11%
CCOC(=O)Cc1csc(NC(=O)c2cccs2)n1
 : -0.2%, i, -4.5%, -36%, 6.5, -2%, 2.6%, -11%, 31%, -4%
Cc1ccccc1N=C1Nc2ccccc2CS1
 : 0.3%, i, 1.3%, -93%, 0.8, -6%, -1.0%, 2%, -8%, -84%
COc1cc(CC2COC(c3ccc(O)c(OC)c3)C2COC(C)=O)ccc1O (stereo unspecified)
 : 0.6%, i, -2.8%, 3%, 2.1, 6%, 17%, 4%, 15%, 1%
Cc1ccc(Cn2ccc(NC(=O)c3nn(C)cc3[N+](=O)[O-])n2)cc1
 : 0.1%, i, 4.7%, 28%, 0.7, -3%, 3.0%, -16%, -6%, 25%
O=C(c1ccc2nc3ccc(Cl)cc3c(=O)n2c1)N1CCOCC1
 : -0.1%, i, 14%, 8%, 0.7, -4%, -1.0%, 10%, -6%, 15%
CCN(CC)CCOC(=O)c1ccc(NC(=O)CNC(=O)c2ccccc2)cc1
 : -0.4%, i, -3.2%, -20%, 0.0, 0%, 1.2%, -6%, 19%, 18%
Cc1ccc(S(=O)(=O)/N=C2\SC(CC(=O)Nc3ccc(F)cc3)C(=O)N2c2ccccc2)cc1 (stereo unspecified)
 : -0.4%, i, 6.0%, 30%, 1.4, -2%, 11%, -7%, -19%, -10%
O=C(NCc1nc(-c2ccc(C(F)(F)F)cc2)no1)Nc1cc(Cl)cc(Cl)c1
 : 0.3%, i, 4.9%, 44%*, 0.4, 13%, 0.9%, 11%, 17%, 13%
O=C(NCc1cccnc1)c1ccc2c(c1)N(Cc1ccccc1)CCS2
 : 0.1%, i, 1.4%, -5%, 0.3, -4%, -1.8%, 16%, -13%, 12%
O=C(NCc1ccco1)C(c1ccccc1)N(Cc1ccccc1)C(=O)Cn1nnc2ccccc21 (stereo unspecified)
 : -0.1%, i, -5.6%, -5%, 1.6, -6%, -1.2%, 19%, -9%, 8%
O=C(Nc1ccc2[nH]c(=O)[nH]c2c1)c1ccc(Br)o1
 : -0.2%, i, 4.9%, -10%, 0.7, 0%, -0.1%, 5%, -12%, 2%
CCC[C@@H]1C[C@@H](C(=O)N[C@H]([C@@H](C)O)[C@H]2O[C@H](SC)[C@H](O)[C@@H](O)C2O)N(C)C1 (stereo partly specified)
 : 0.5%, i, 0.6%, -26%, 3.0, 12%, 2.2%, -8%, -9%, 16%
COc1ccccc1-n1c(C)cc(SC)c(C(C)=O)c1=S
 : 0.0%, i, -1.1%, 6%, 0.8, 5%, 1.9%, -16%, -4%, 5%
Cc1oncc1C(=O)NC(C)C
 : -0.1%, i, -0.9%, 8%, 0.6, -2%, 0.9%, -16%, 10%, 18%
COc1ccccc1Nc1nc(N)nc(-c2oc3ccccc3c2C)n1
 : -0.2%, i, -6.4%, 6%, 1.4, 10%, -0.8%, 32%, -29%, 2%
CC(=O)Nc1ccc(S(=O)(=O)NC2CCCCCC2)cc1
 : 0.0%, i, 2.9%, -9%, 0.4, 8%, 0.9%, -2%, -25%, 7%
COc1cc2c(cc1OC)-c1cc(OCc3ccccc3Cl)nc(=O)n1CC2
 : 0.7%, i, -4.8%, -5%, 11, -1%, 3.0%, 22%, -40%, 9%
CCOC(=O)C1CCCN(C(=O)Cn2cccc2C(=O)c2ccccc2)C1 (stereo unspecified)
 : -0.2%, i, 1.3%, -9%, 1.1, 4%, -2.3%, 13%, 14%, 16%
CN1C2CCC1CC(NS(=O)(=O)c1cc(Cl)c(Cl)cc1Cl)C2 (stereo unspecified)
 : -0.1%, i, 0.4%, -5%, 0.9, 0%, -1.7%, 0%, 1%, -24%
CN(C(=O)CSc1ncccn1)C1CCS(=O)(=O)C1 (stereo unspecified)
 : -0.1%, i, 0.1%, -12%, 0.8, 3%, -0.5%, -1%, -27%, 13%
O=C(C1CCN(Cc2ccccc2)CC1)N1CCCC1
 : -0.3%, i, -6.9%, -30%, 0.4, 6%, 0.4%, 4%, 23%, 10%
COC(=O)[C@@]1(Cc2ccc(F)cc2)[C@H]2c3cc(C(=O)N4CCCC4)n(CCO)c3C[C@H]2CN1C(=O)c1ccccc1
 : -0.1%, x, 1.7%, -18%, x, 1%, 3.5%, -8%, 40%, 7%
Cc1c(C(=O)N/N=C/c2ccoc2)cccc1[N+](=O)[O-]
 : -0.1%, i, 4.1%, x, 0.4, -6%, -0.9%, -4%, 26%, x
O=C(COC(=O)c1ccc(O)cc1)NCc1ccc2c(c1)OCO2
 : 0.0%, i, 0.8%, -23%, 0.5, 17%, -0.4%, 0%, 3%, 14%
Cc1cc(NC(=O)c2ccccc2[N+](=O)[O-])ccc1Br
 : -0.2%, i, -5.6%, -52%, 0.3, 11%, 0.4%, 6%, 5%, -55%
O=C(Nc1cccc2ccccc12)N1CCN(Cc2ccccc2)CC1
 : -0.3%, i, 13%, 3%, 1.4, 6%, -1.2%, -7%, 16%, 11%
Cc1c(NC(=O)c2c(F)c(F)c(F)c(F)c2F)c(=O)n(-c2ccccc2)n1C
 : -0.1%, i, 1.9%, -21%, 0.4, -1%, -0.9%, 0%, 23%, -14%
O=C1C2CC=C(Cl)CC2C(=O)N1CC1Cc2ccccc2CO1 (stereo unspecified)
 : 0.2%, i, 2.4%, -9%, 1.8, -5%, 0.4%, -13%, -20%, 10%
CCOc1ccc(NC(=S)NCC(c2cccnc2)N2CCOCC2)cc1 (stereo unspecified)
 : 1.0%, i, -4.5%, -22%, 0.6, 7%, 0.3%, -17%, -6%, 16%
CCOC(=O)c1sc(NC(=S)NC(=O)C2CCCC2)cc1C
 : 0.3%, i, 1.0%, -4%, 0.0, -4%, 0.5%, -1%, -61%, -3%
CCOc1ccccc1C1C(C(N)=O)=C(C)Nc2nc(CCCO)nn21 (stereo unspecified)
 : -0.1%, i, 3.7%, 2%, 3.4, -9%, -0.4%, -6%, -27%, 0%
O=C(CNC(=O)Cc1ccccc1)NCC(=O)OCC(=O)c1ccc(Cl)cc1
 : -0.1%, i, 0.1%, -24%, 0.3, -5%, 0.4%, -3%, 4%, 8%
COc1cc(-n2c(C)nc3cccnc32)c(Cl)cc1C(=O)O
 : 0.4%, i, -4.1%, 1%, 2.4, 17%, -1.7%, 6%, 13%, 0%
CC1(C)NC(=O)N(CC(O)CN2CCCC2)C1=O (stereo unspecified)
 : 0.0%, i, -0.4%, -2%, 0.6, 8%, -1.2%, 0%, 19%, 14%
Nc1cc(C(=O)c2ccccc2)ccc1[N+](=O)[O-]
 : 0.8%, i, -1.1%, -30%, 0.4, 1%, -0.9%, 1%, 6%, 7%
COc1cccc(NC2SC(=O)N(c3ccccc3)C2=O)c1 (stereo unspecified)
 : -0.1%, i, -2.9%, -27%, 2.4, 8%, 3.4%, 5%, 1%, -25%
Cc1snc(SCC(=O)c2ccc(F)cc2)c1C#N
 : 0.9%, i, -3.5%, -64%, 0.3, -6%, 1.0%, 2%, 9%, -30%
COC(=O)C1=C(C(=O)OC)[C@@H]2N(C)c3ccc(OC)cc3[C@@]23C[C@@H](C(=O)OC)N(C(=O)c2cccs2)C3=N1
 : -0.2%, i, -2.1%, -12%, 1.8, 5%, 0.0%, 10%, -29%[20 µM], 2%
CCOC(=O)N1CCN(C(=O)CSCC(=O)Nc2nc(-c3ccc4c(c3)OCO4)cs2)CC1
 : -0.2%, i, -1.1%, -10%, 1.6, 18%, -2.5%, -2%, 10%, 8%
CCN(C(=O)COC(=O)c1cc(-c2ccc(C)o2)nc2ccccc12)C1CCS(=O)(=O)C1 (stereo unspecified)
 : -0.3%, i, -2.8%, -25%, 0.4, 14%, 2.4%, -18%, -4%, -5%
Cc1cccc(OCC(=O)N/N=C\c2cccn2C)c1C
 : -0.5%, i, 9.0%, -21%, 0.4, 1%, -2.7%, -2%, -21%, -7%
CCCN(CCC)c1cc(Cl)nc(N)n1
 : 0.0%, i, -4.2%, -12%, 0.1, 0%, 0.8%, 1%, 25%, 12%
O=C(O)C1CCCN1S(=O)(=O)c1ccc(Br)cc1 (stereo unspecified)
 : -0.1%, i, 4.6%, -14%, 0.8, 2%, -0.9%, -8%, -20%, -14%
Clc1ccc(-c2cc(CN3CCOCC3)no2)cc1
 : -0.1%, i, -18%, -8%, 0.7, 2%, -1.3%, -9%, 18%, -73%
C#CCn1ccc(O)c(Cc2ccccc2)c1=O
 : 0.4%, i, -5.3%, -6%, 0.7, -12%, 1.4%, -4%, -1%, -3%
CN(C)/C=C/c1c(C#N)c(=O)ncn1Cc1ccccc1
 : -0.1%, i, -0.9%, -9%, 1.2, 17%, -0.6%, -4%, 8%, 2%
O=C(CCn1cccc1)N1CCc2ccccc21
 : -0.2%, i, -4.9%, -28%, 0.6, -4%, 36%, -6%, 2%, 0%
O=S(=O)(CCN1CCSCC1)c1ccc(Cl)cc1
 : -0.1%, i, 1.2%, -2%, 0.7, 4%, 0.1%, 5%, 28%, 6%

# Screens (PubChem)
